From PubChem
MT stabilize HCS – microtubule stabilizers in HeLa cells, primary screen, imaging, high-content imaging; HeLa tubulin immunostaining HCS, 24 h; share of cells brighter than vehicle mean+2SD; % tubulin-high responders, % at 10 µM; 200,000 tested, 0.83% active; AID 2205, 2009;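 active = plate Z-score above 3 for both tubulin-high and condensed-nucleus cell shares, with cell loss under 80%, at 10 µM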;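 note: anti alpha tubulin signal scored within the nucleus-defined area of each cell; some results filed as inactive read as strong as hits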
b-catenin transl – modulators of beta-catenin nuclear translocation, primary screen, imaging, HeLa cells, immunofluorescence, high-content; nuclear translocation activity, % at 5 µM; 190,000 tested, 0.3% active;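 active = nuclear translocation activity above 50% at 5 µM, with a well cell count of 50 or more; inconclusive = wells under 50 cells across six images, flagged as toxic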;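 note: per-cell ratio of nuclear to cytoplasmic median beta-catenin stain intensity; plate controls were DMSO negative control for no effect and GSK-3 inhibitor IX positive control for full effect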
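test system = HeLa cells, endogenous beta-catenin | dosing = single 5 µM dose plus 0.02–20 µM confirmation series | times = compound treatment 24 h, 37°C, 5% CO2 | technique = beta-catenin immunofluorescence imaging with DAPI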
WT yeast gro inh – growth inhibition of WT strain, primary screen, mitochondrial fusion inhibitor project, WT and mutant strains, chemical genetic; 190,000 tested, 2.1% active; mitochondrial fusion phenotypic screen; AID 1362, 2008; inhibition, % at 10 µM; in the data active = inhibition above about 58%; tested in S. cerevisiae
Myeloid diff MLP – induction of myeloid progenitor differentiation, primary screen, cell-based, flow cytometry, MLPCN library; 360,000 tested, 1% active; AID 624256, 2012; calls only at 10 µM; ER-HoxA9 myeloid progenitors, lysozyme-GFP differentiation;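 active = normalized GFP-positive differentiation at or above the plate's own cutoff, the solvent-only control mean plus 3 SD; inconclusive = no clear call, values can overlap the other calls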;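 note: cells exposed to compound for four days before flow analysis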
West Nile virus CPE – West Nile virus antiviral activity, cell-based, CPE readout (AID 1621); West Nile virus-infected cells, CPE inhibition; higher % means a stronger effect; one-dose CPE inhibition, % at 10 µM; IC50 in µM for titrated hits; 290,000 tested, 0.02% active; in the data active = a potency from the dose series; inconclusive = CPE inhibition mostly from about 3.7% at the one dose, without a potency; inactive = the rest, 99 in 100 with CPE inhibition below about 2.2%; note: strong numbers were not always called active
Autophagy HCS – autophagy modulators in MEF cells, primary screen, imaging, high-content, MEF GFP-LC3; MEF GFP-LC3 puncta imaging; test concentration mostly 10 µM; calls only at 10 µM (by protocol); 190,000 tested, 0.98% active; AID 463193, 2010;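 active = percentage of spot-positive cells more than 3 SD above its plate mean, without a fluorescence outlier flag or 80% toxicity; inconclusive = no clear call, values can overlap the other calls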;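 note: spot-positive cell cutoff set from DMSO-treated cells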
T cell HTS – modulators of CD8 T cell-vesicle binding, primary screen, mouse 2C CD8+ T cells, flow cytometry. 2C CD8+ T cell-vesicle binding; active compounds read low. calls only at 7 µM. 330,000 tested, 0.068% active. AID 2052, 2009;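 active = response, share of CD8 T cells binding vesicles, and their 90th percentile fluorescence all below set limits, cut at about 80% in these data, passing the limit was not always enough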
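Read-out – percent CD8+ FL2 mean versus row control · System – murine 2C transgenic CD8+ T lymphocytes · Times – 1.5 h cell–vesicle binding at 37 °C, then 20 min icy labelling · Control set – naked vesicles low, QL9 vesicles with vehicle high · Detection – cytometric PE anti-B7-1 and Alexa647 anti-CD8 signals after 1% paraformaldehyde fixation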
Ins promoter up – insulin promoter activators in MIN6 cells, imaging, high-content screening, mouse beta cells. MIN6 insulin promoter-GFP reporter; active compounds read high. z-score at 5 µM. 190,000 tested, 0.3% active. AID 1625, 2009;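 active = z-score above 3 at 5 µM with at least 500 cells counted in the well; inconclusive = wells under 500 cells, flagged as cytotoxic or low count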
Hep lipid drop – inhibitors of hepatocyte lipid droplet formation, primary screen, imaging, high-throughput imaging, BODIPY stain; inhibition, % at 6.5 µM; AML12 mouse hepatocytes, oleate lipid droplets; 240,000 tested, 0.4% active;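 active = lipid droplet intensity inhibited by at least 50%, with more than 500 cells counted; inconclusive = wells with under 300 cells, treated as cytotoxic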
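material = mouse AML12 hepatocyte cell line, fixed after treatment | also added = 100 µM oleic acid challenge | doses = compound at 6.5 µM only | schedule = overnight exposure | technique = Image-based BODIPY and DAPI two-channel analysis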
WT yeast gro inh mutant strain – second read-out of WT yeast gro inh, no call of its own (marks repeat the call); inhibition, %; mitochondrial fusion phenotypic screen, mutant strain inhibition
Ins promoter up cell count – also measured in Ins promoter up; calls as there; cell count; measured here: cytotoxicity, nuclei count;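 total cells summed across four imaged fields per well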
Hep lipid drop cells 6.5 µM – recorded beside Hep lipid drop, whose call it bears; cell count; measured here: cell count, cytotoxicity flag;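 cells counted across two imaged fields per well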
b-catenin transl cell count 5 µM – recorded beside b-catenin transl, whose call it bears; cell count; measured here: cell count, cytotoxicity flag
T cell HTS vesicle-bound % – second read-out of T cell HTS, no call of its own (marks repeat the call); double positive events, %; measured here: CD8+ vesicle-bound cell fraction;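 binding gate set so that unloaded-vesicle control wells show 10% double positive cells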
MT stabilize HCS Hoechst-high % – second read-out of MT stabilize HCS, no call of its own (marks repeat the call); % Hoechst-high responders; measured here: nuclear condensation Hoechst responders;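 share of cells brighter than vehicle mean plus two SD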
MT stabilize HCS cytotoxicity % – recorded beside MT stabilize HCS, whose call it bears; toxicity, %; measured here: cytotoxicity by cell density;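 0% = mean cell density of plate MIN control wells and 100% = no cells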
Autophagy HCS cell loss 18 h – second read-out of Autophagy HCS, no call of its own (marks repeat the call); toxicity, %; measured here: cell loss, nuclei count;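 cell loss after 18 h compound exposure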
Myeloid diff MLP GFP+ MAC1+ % – second read-out of Myeloid diff MLP, no call of its own (marks repeat the call); GFP+ MAC1+ double positive, %; measured here: differentiation confirmed by MAC1 staining
* = called active by the depositor; i = inactive; u = inconclusive; x = no result given; + = active, no number; & = joins results of further samples.

SMILES	MT stabilize HCS	MT stabilize HCS Hoechst-high %	MT stabilize HCS cytotoxicity %	b-catenin transl	b-catenin transl cell count 5 µM	WT yeast gro inh	WT yeast gro inh mutant strain	Myeloid diff MLP	Myeloid diff MLP GFP+ MAC1+ %	West Nile virus CPE	Autophagy HCS	Autophagy HCS cell loss 18 h	T cell HTS	T cell HTS vesicle-bound %	Ins promoter up	Ins promoter up cell count	Hep lipid drop	Hep lipid drop cells 6.5 µM
Cc1ccccc1Nc1nnc(SCC(=O)NC2CCCc3ccccc32)s1 (stereo not drawn)	2.6	2.9	6.3	-2.5	1202	8	-9	i	1.4	-0.7%	i	3	i	57	0.4	1565	-10	652
CN(C)c1ccc(O)c2c1CC1CC3[C@@H](N(C)C)C(=O)C(C(N)=O)=C(O)[C@]3(O)C(=O)C1=C2O (stereo partly drawn)	3.6	3.8	7.4	1.1	608	60*	6.8*	i	6.4	0.7%	i	1	i	29	x	x	-15	704
Cc1ccc(-n2cc(C(=O)O)c(=O)cc2C)c(C)c1	3.3	1.4	16	-3.8	1102	9	-8	i	0.6	0.3%	i	8	i	46	-0.07	1120	-4	672
Cc1ccc(C(=O)CN(Cc2ccccc2)C2=NCCS2)cc1	1.6	2.2	5.0	1.9	1073	3	6	i	0.9	-1.0%	i	5	i	24	-0.1	1419	-8	696
CCC1CN(C(=O)N2CCC(C(=O)Nc3ccccc3OC)CC2)c2ccccc2O1 (stereo not drawn)	x	x	x	x	x	x	x	i	1.7	-0.2%	x	x	i	9	x	x	-7	634
O=C(c1ccc(Cl)cc1)N(Cc1ccccc1F)N1C(=O)CCCC1=O	5.4	2.2	11	-0.4	1473	0	-1	i	0.3	-0.6%	i	23	i	52	-0.14	1409	-9	740
CCc1cc2cccc(C)c2nc1SCC(=O)NNC(=O)c1ccco1	2.6	1.6	11	0.4	1079	12	18	i	2.0	-0.2%	i	-1	i	42	-0.31	1865	5	677
CCOC(=O)c1c(N)sn(-c2ccccc2C)c1=S	1.7	1.9	7.6	-1.8	1126	-7	1	x	x	0.1%	i	4	i	56	-0.82	1141	x	x
COC(=O)c1ccc(NC(=O)NC2CCCCC2)cc1	2.3	1.9	0.1	-3.7	553	-2	-2	i	0.7	0.6%	i	0	i	17	0.91	1321	-14	625
CCOC(=O)Nc1ccc(S(=O)(=O)Nc2cc(C)on2)cc1	2.7	1.8	6.8	x	x	2	1	i	1.0	-0.4%	i	-2	i	15	x	x	-3	709
CCOC(=O)c1ccc(NC(=O)Cn2cnc3cc(C)c(C)cc32)cc1	x	x	x	-1.4	1221	x	x	i	0.8	-0.1%	x	x	i	18	u	x	-11	723
CC(C(=O)Nc1ccc2c(c1)OCCO2)N1Cc2ccccc2C1=O (stereo not drawn)	x	x	x	x	x	x	x	i	4.1	-0.4%	x	x	i	47	x	x	25	776
Cc1oc2cc3oc(=O)cc(C)c3cc2c1C	x	x	x	x	x	x	x	i	0.5	-0.5%	x	x	i	30	x	x	-1	835
N#CNC(=Nc1ccc(F)cc1)SCc1ccccc1	2.5	2.6	4.6	-2.2	1160	-8	3	i	0.3	1.6%	i	0	i	59	-0.13	1446	-3	670
CCC(CC)c1nnc(NC(=O)c2ccco2)s1	2.3	0.7	6.8	-0.5	952	7	0	i	0.7	-0.6%	i	18	i	26	-0.35	1587	11	713

The final two compounds of the section above open the next one.
SMILES	MT stabilize HCS	MT stabilize HCS Hoechst-high %	MT stabilize HCS cytotoxicity %	b-catenin transl	b-catenin transl cell count 5 µM	WT yeast gro inh	WT yeast gro inh mutant strain	Myeloid diff MLP	Myeloid diff MLP GFP+ MAC1+ %	West Nile virus CPE	Autophagy HCS	Autophagy HCS cell loss 18 h	T cell HTS	T cell HTS vesicle-bound %	Ins promoter up	Ins promoter up cell count	Hep lipid drop	Hep lipid drop cells 6.5 µM
N#CNC(=Nc1ccc(F)cc1)SCc1ccccc1	2.5	2.6	4.6	-2.2	1160	-8	3	i	0.3	1.6%	i	0	i	59	-0.13	1446	-3	670
CCC(CC)c1nnc(NC(=O)c2ccco2)s1	2.3	0.7	6.8	-0.5	952	7	0	i	0.7	-0.6%	i	18	i	26	-0.35	1587	11	713
CC(=O)c1ccc(OCc2cc(C(=O)N3CCCCC3c3cccnc3)no2)cc1 (stereo not drawn)	x	x	x	x	x	x	x	i	1.7	-1.1%	x	x	i	5	x	x	-24	623
Cc1cc(C)c(C#N)c(SCCS(=O)(=O)c2ccc(C(C)(C)C)cc2)n1	1.3	1.5	4.3	-0.8	1217	9	10	+	4.4*	0.3%	i	0	i	44	-1.5	679	-36	763
C=CCOc1ccc(C2C(C#N)=C(N)N(Nc3ccccc3)C3=C2C(=O)CC(C)(C)C3)cc1OC (stereo not drawn)	32*	22*	39*	2.3	1359	-3	3	i	1.6	0.5%	i	-6	i	26	0.03	1487	x	x
Cc1cccc(OCCSc2nc3ncnc(N)c3[nH]2)c1	4.0	1.8	9.8	-2.9	592	3	7	i	0.3	0.3%	i	20	i	23	x	x	0	761
O=[N+]([O-])c1ccc(C(O)CN2CCN(Cc3ccccc3)CC2)cc1 (stereo not drawn)	x	x	x	x	x	x	x	i	0.3	-1.4%	x	x	i	63	x	x	-11	856
CN(Cc1ccccc1Cl)C(=O)C1CCC(=O)N(CCc2cccc(F)c2)C1 (stereo not drawn)	x	x	x	x	x	x	x	i	1.1	-1.2%	x	x	i	65	x	x	-19	666
COCCNC(=O)CCCn1c(=O)c2ccccc2n(Cc2ccccc2C#N)c1=O	x	x	x	x	x	x	x	i	0.7	-0.4%	x	x	i	24	x	x	16	796
Cc1ccc(NC(=O)Nc2ccc3c(c2)OCO3)c(Br)c1	x	x	x	x	x	x	x	i	0.6	0.0%	x	x	i	3	x	x	5	880
COc1ccc(S(=O)(=O)CCC(=O)N2CC(=O)N(CCc3ccccc3)C(=O)C2)cc1	2.1	2.5	6.1	-1.1	1089	-8	-11	i	1.6	0.1%	i	0	i	24	0	1247	6	786
COCCNc1nc(N)c([N+](=O)[O-])c(NCCO)n1	1.8	2.6	9.9	0.7	950	-5	-3	i	1.1	0.5%	i	6	i	43	0.13	2307	-17	406
CN1CCN(C(=O)NC2CCCCC2)CC1	2.7	1.9	2.5	-0.6	1158	2	-7	i	0.7	0.3%	i	15	i	29	0.13	1279	8	745
COc1cc(OC)c(CN2CCc3c([nH]c4ccccc34)C2)cc1Br	x	x	x	x	x	x	x	+	1.3*	0.2%	x	x	i	18	x	x	-19	867
Cc1cc(C(=O)N2CCN(Cc3ccc4c(c3)OCO4)CC2)cs1	4.0	2.0	5.8	2.9	1159	-5	5	i	0.8	-0.1%	i	-8	i	42	0.16	1248	2	744
CCOc1ccc(NC(=O)CCNS(=O)(=O)c2ccc(Br)s2)cc1	1.4	1.3	5.8	-0.2	1145	6	21	i	2.2	-0.5%	i	-2	i	16	-0.45	845	10	801
Cn1c(=O)oc2cc(S(=O)(=O)NCc3ccncc3)ccc21	5.3	2.2	9.0	-5.1	978	10	12	i	0.7	-1.4%	i	2	i	41	u	x	x	x

Single entries from the results shown.
Under MT stabilize HCS Hoechst-high %, `COC(=O)c1ccc(NC(=O)NC2CCCCC2)cc1` has the entry 1.9
Under West Nile virus CPE, `COc1cc(OC)c(CN2CCc3c([nH]c4ccccc34)C2)cc1Br` has the entry 0.2%
Under T cell HTS vesicle-bound %, `Cc1oc2cc3oc(=O)cc(C)c3cc2c1C` has the entry 30

(continued)
SMILES	MT stabilize HCS	MT stabilize HCS Hoechst-high %	MT stabilize HCS cytotoxicity %	b-catenin transl	b-catenin transl cell count 5 µM	WT yeast gro inh	WT yeast gro inh mutant strain	Myeloid diff MLP	Myeloid diff MLP GFP+ MAC1+ %	West Nile virus CPE	Autophagy HCS	Autophagy HCS cell loss 18 h	T cell HTS	T cell HTS vesicle-bound %	Ins promoter up	Ins promoter up cell count	Hep lipid drop	Hep lipid drop cells 6.5 µM
CCCC(=O)Nc1ncnc2c1ncn2[C@@H]1O[C@@H]2COP(=O)(O)O[C@H]2[C@H]1OC(=O)CCC	4.4	1.9	11	x	x	7	10	i	2.5&2.2	0.2%	i	3	i	19	x	x	-5	729
O=c1cc(CCl)nc2scc(-c3ccccc3)n12	x	x	x	-0.8	1118	x	x	i	0.4	-0.5%	x	x	i	51	-0.33	1378	6	718
CS(=O)(=O)N1CCN(c2ccccc2NC(=O)c2cc(Br)ccc2Cl)CC1	2.4	1.9	3.4	3.2	883	22	16	i	0.1	-0.7%	i	-1	i	49	0.51	1495	-10	653
Cc1c(C(=O)NNS(=O)(=O)c2ccccc2)sc(=S)n1C	2.1	1.5	2.9	-0.3	1062	-5	5	i	0.5	-0.2%	i	40	i	45	1	1427	1	673
CCOc1ccc(NC(=O)c2nccnc2CO)cc1	3.3	3.1	9.0	2.3	1451	4	0	i	4.0	0.5%	i	13	i	25	1	1340	x	x
COc1ccccc1-n1c(SCC(=O)Nc2cccc(S(N)(=O)=O)c2)nc2ccccc2c1=O	4.2	1.5	8.4	-4.5	1117	6	7	i	0.5	0.9%	i	3	i	18	-0.15	1599	-8	654
Cc1ccccc1-c1nc(CS(=O)CC(=O)NCCN2CCOCC2)c(C)o1 (stereo not drawn)	6.3	2.6	5.7	x	x	-1	9	i	1.3	0.2%	i	4	i	29	0.82	959	x	x
